NR5A2 inv ag: NR5A2 inverse agonism in reporter assay; O00482; HEK293T StAR-luciferase reporter, LRH-1 transfected, 24 h; inhibition, % at 3.6 µM; 360,000 tested, 0.13% active;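 active means inhibition above the mean inhibition of all tested compounds plus 3 SD, cut at about 73% in these data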;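 further: 0% = DMSO wells and 100% = reporter-only cells lacking LRH-1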
COUP-TFII inh: blocks human COUP-TFII nuclear receptor; AID 686940; inhibition, % at 8.6 µM; P24468; 370,000 tested, 0.7% active; HEK293T NGFI-A luciferase reporter, luminescence;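 active means inhibition above a per-plate cutoff, mean inhibition of test wells between control levels plus 3 SD, cut at about 38% in these data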;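 further: cells cotransfected with COUP-TFII expression vector driving the NGFI-A reporter; 0% = median of COUP-TF2 test wells and 100% = reporter-only cells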
KKLEB tox: reduces viability of KKLEB cystic fibrosis airway cells. activity change (cytotoxicity), % at 5 µM. KKLEB CF airway cells viability, ATPlite luminescence, overnight; stronger effect = lower value; cells stimulated with P. aeruginosa culture filtrate. 360,000 tested, 0.36% active;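 active means corrected activity change at or below -50% at 5 µM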
SRC1 inh: human NCOA1 inhibition | Q15788 | HEK293 GAL4-SRC1 luciferase reporter, luminescence | inhibition, % at 3.6 µM | 360,000 tested, 0.12% active | AID 588354;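 active means inhibition above the campaign mean plus 3 SD, with each screening campaign given its own cutoff, cut at about 60% in these data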;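 further: 0% = DMSO treated cells and 100% = gossypol at 36 µM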
Target sequence (Q15788 whole entry, looked up, the tested form may be a part): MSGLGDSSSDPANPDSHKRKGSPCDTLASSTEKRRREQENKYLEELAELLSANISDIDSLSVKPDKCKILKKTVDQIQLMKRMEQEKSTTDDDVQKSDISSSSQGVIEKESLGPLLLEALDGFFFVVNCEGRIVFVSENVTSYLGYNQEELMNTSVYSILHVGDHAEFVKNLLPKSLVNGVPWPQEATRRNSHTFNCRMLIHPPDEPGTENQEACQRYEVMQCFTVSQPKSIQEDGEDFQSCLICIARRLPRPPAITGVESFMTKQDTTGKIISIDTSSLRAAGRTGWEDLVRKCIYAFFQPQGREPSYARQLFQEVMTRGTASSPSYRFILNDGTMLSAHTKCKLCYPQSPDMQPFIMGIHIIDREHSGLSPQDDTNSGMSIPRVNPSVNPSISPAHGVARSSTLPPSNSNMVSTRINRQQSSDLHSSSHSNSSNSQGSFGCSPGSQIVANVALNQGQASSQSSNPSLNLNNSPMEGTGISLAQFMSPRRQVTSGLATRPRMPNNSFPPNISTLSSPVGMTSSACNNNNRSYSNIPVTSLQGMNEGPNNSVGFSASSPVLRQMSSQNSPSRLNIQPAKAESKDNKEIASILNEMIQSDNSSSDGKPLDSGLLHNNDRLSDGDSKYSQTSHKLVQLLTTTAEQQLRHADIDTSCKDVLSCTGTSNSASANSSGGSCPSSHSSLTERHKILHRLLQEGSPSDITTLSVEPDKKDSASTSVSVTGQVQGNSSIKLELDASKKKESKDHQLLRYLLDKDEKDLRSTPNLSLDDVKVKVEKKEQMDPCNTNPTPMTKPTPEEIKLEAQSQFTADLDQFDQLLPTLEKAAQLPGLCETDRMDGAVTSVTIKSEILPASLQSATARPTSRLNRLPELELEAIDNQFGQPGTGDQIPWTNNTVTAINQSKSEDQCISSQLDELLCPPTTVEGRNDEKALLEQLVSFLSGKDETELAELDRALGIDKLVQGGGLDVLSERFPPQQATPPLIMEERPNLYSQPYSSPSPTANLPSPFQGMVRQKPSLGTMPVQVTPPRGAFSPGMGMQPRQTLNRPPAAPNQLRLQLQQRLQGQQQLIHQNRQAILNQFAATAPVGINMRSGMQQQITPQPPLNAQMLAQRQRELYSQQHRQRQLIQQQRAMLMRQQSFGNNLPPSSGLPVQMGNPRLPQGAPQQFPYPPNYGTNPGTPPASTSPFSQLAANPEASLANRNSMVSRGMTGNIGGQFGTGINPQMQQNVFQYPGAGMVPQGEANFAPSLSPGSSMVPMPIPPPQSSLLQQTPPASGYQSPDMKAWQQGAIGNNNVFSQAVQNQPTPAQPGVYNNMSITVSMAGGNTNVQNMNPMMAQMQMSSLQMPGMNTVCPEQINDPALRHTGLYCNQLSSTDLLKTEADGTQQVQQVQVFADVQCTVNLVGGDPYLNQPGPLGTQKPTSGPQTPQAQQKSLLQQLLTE
LMP1 NFkB inh: Epstein-Barr LMP1 NF-kappaB reporter inhibition | 350,000 tested, 0.69% active | inhibition, % at 12.5 µM | LMP1-induced NF-kappaB luciferase reporter cells, luminescence; in the data active means inhibition above about 41%;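 further: 0% = neutral control wells and 100% = reference inhibitor control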
Shn3 3UTR inh: reduces Shn3 3'UTR luciferase signal in osteoblasts; Clone20 osteoblast Shn3 3'UTR firefly luciferase, 24 h; inhibition, % at 12.5 µM; 360,000 tested, 0.52% active; AID 588674;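 active means mean inhibition of at least 75% with every replicate also reaching 75%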;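 further: 0% = median of neutral control wells and 100% = pilot-screen positive control compound; some compounds past the cut are filed as inactive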
CF NFkB inh: cystic fibrosis NF-kB activation inhibition | 360,000 tested, 0.86% active | inhibition, % at 5 µM | KKLEB NF-kB-GFP reporter, PAF-induced, GFP fluorescence overnight | AID 588850;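 active means at least 50% inhibition at 5 µM, scaled per plate between neutral and stimulator controls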;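 further: PAF is a Pseudomonas aeruginosa culture filtrate used as stimulus; plate controls were PAF-stimulated DMSO wells for no effect and unstimulated DMSO wells for full effect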
NCOA3 inh: inhibitors of human steroid receptor coactivator 3 (SRC3); Q9Y6Q9; HEK293 GAL4-SRC3 luciferase reporter, luminescence; 360,000 tested, 0.17% active; inhibition, % at 3.6 µM;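 active means inhibition above a per-campaign cutoff, the mean of all compounds plus 3 SD, cut at about 60% in these data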;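 further: 0% = DMSO-treated cells and 100% = gossypol-treated cells at 36 µM; higher means less SRC3-driven luciferase light from the GAL4 reporter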
C8 TRAIL sens: sensitizes caspase-8 expressing cells to TRAIL | inhibition (viability loss, TRAIL sensitization), % at 10 µM | 360,000 tested, 1% active | NB7+C8 cells + TRAIL, ATPlite viability luminescence;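 active means compounds causing at least 50% loss of cell viability in the single-dose screen, relative to plate controls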
TWEAK-Fn14 inh: blocks TWEAK-Fn14 interaction in a reporter cell assay; inhibition, % at 10 µM; 360,000 tested, 2% active; AID 1159606; TWEAK-stimulated Fn14 reporter cells, luciferase luminescence, 8 h; in the data active means inhibition above about 50%
TROY NFkB inh: TROY signaling inhibition; Q293 LMP1-TROYcd NF-kB luciferase reporter, 4 h; inhibition, % at 10 µM; 360,000 tested, 0.98% active; AID 1347056;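 active means compounds whose plate-normalised and pattern-corrected inhibition of the luciferase reporter signal at the single screening dose is 50% or more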
* = called active by the depositor; / = not tested or not shown. This is a subset (hit frequency here may not be typical).

A first look (5 entries):
SMILES	NR5A2 inv ag	COUP-TFII inh	KKLEB tox	SRC1 inh	LMP1 NFkB inh	Shn3 3UTR inh	CF NFkB inh	NCOA3 inh	C8 TRAIL sens	TWEAK-Fn14 inh	TROY NFkB inh
COCCn1c(C)cc(C(=O)CSc2cc(C)c3ccc(OC)cc3n2)c1C	-13	7	-2	6	-1	-3	-6	2	6	-11	-6
CSc1nc(C)cc(SCC(=O)N/N=C/c2ccccc2)n1	-17	9	0	-6	6	-27	0	18	12	-9	-8
COc1cc(NC(C)CCCN)c2ncccc2c1Oc1ccccc1 (stereo not drawn)	4	0	5	-7	-1	14	-4	11	-1	-11	-4
CC(=O)c1ccc(NC(=O)NC2CC(=O)N(c3ccc4c(c3)OCCO4)C2)cc1 (stereo not drawn)	1	5	-3	3	1	4	2	-19	-18	-6	-28
Cc1[nH]n(-c2ccccc2)c(=O)c1C1(C(F)(F)F)C(=O)N(c2ccc(F)cc2)C2=C1C(=O)CC(C)(C)C2 (stereo not drawn)	2	-1	17	-11	-4	7	-7	13	-6	-3	-10

Results, from the start:
SMILES	NR5A2 inv ag	COUP-TFII inh	KKLEB tox	SRC1 inh	LMP1 NFkB inh	Shn3 3UTR inh	CF NFkB inh	NCOA3 inh	C8 TRAIL sens	TWEAK-Fn14 inh	TROY NFkB inh
COCCn1c(C)cc(C(=O)CSc2cc(C)c3ccc(OC)cc3n2)c1C	-13	7	-2	6	-1	-3	-6	2	6	-11	-6
CSc1nc(C)cc(SCC(=O)N/N=C/c2ccccc2)n1	-17	9	0	-6	6	-27	0	18	12	-9	-8
COc1cc(NC(C)CCCN)c2ncccc2c1Oc1ccccc1 (stereo not drawn)	4	0	5	-7	-1	14	-4	11	-1	-11	-4
CC(=O)c1ccc(NC(=O)NC2CC(=O)N(c3ccc4c(c3)OCCO4)C2)cc1 (stereo not drawn)	1	5	-3	3	1	4	2	-19	-18	-6	-28
Cc1[nH]n(-c2ccccc2)c(=O)c1C1(C(F)(F)F)C(=O)N(c2ccc(F)cc2)C2=C1C(=O)CC(C)(C)C2 (stereo not drawn)	2	-1	17	-11	-4	7	-7	13	-6	-3	-10
CCS(=O)(=O)Nc1cc2c3c(c1)CCC(=O)N3CCC2	8	-2	3	7	-2	-17	7	1	-1	14	-30
O=C(Cc1ccc(Cl)cc1)Nc1cc(S(=O)(=O)N2CCOCC2)ccc1N1CCCC1	13	-22	-5	0	-2	10	12	-1	-1	3	-15
Cc1ccc(S(=O)(=O)N2C[C@H]3[C@H]4C(=O)N(C5CCCCC5)C(=O)[C@H]4CC(=O)[C@H]3[C@@H]2c2cccc3ccccc23)cc1	7	-14	6	19	/	15	-3	17	60*	-3	19
O=C(Nc1nc2ccc(F)cc2s1)c1ccc(N2CCCC2=O)cc1	-39	-35	14	-90	-22	-89	-5	-53	7	8	-38
CC(C)C(NC(=O)/C=C/c1cccc([N+](=O)[O-])c1)C(C)C	12	-7	0	13	11	8	-1	6	-15	-17	-7
O=C1CCN(CCCN2CCC(=O)N(Cc3ccccc3)C2=S)C(=S)N1Cc1ccccc1	43	5	0	-1	-10	35	11	5	-2	23	5
O=C1C2C3CCC(O3)C2C(=O)N1c1cccc(O)c1 (stereo not drawn)	1	-51	-4	-3	-12	-14	0	-9	2	-4	-5
COc1ccc(S(=O)(=O)N2CCOCC2)cc1C(=O)NCC(c1ccccc1)c1ccccc1	10	-3	0	-28	-2	40	-14	-10	0	3	-8
CCOc1ccc(OCCSc2nnnn2-c2ccccc2)cc1	11	-2	-3	-13	2	-4	-8	-2	-4	-5	-17
Cc1ccc(CNC(=O)C2CCCN(S(=O)(=O)c3cccnc3)C2)cc1 (stereo not drawn)	-7	4	1	-66	0	-23	-3	3	-14	-1	12
Cc1c2ccccc2cc(Cc2ccccc2)[n+]1C	5	12	-7	-11	2	10	15	-5	-4	1	-4
Cc1ccc(N2C(=O)N(CC(=O)Nc3c(C)cc(C)cc3Cl)C(=O)C2C)cc1 (stereo not drawn)	11	-17	7	-5	5	18	-2	-4	-1	-9	-29
CCN(CC)S(=O)(=O)c1cc(C(=O)NCCN2CCOCC2)ccc1Cl	-9	-6	-5	-9	-2	6	-12	2	-2	18	5
Cc1cc(=O)oc2cc(NC(=O)c3cc([N+](=O)[O-])ccc3N3CCOCC3)ccc12	-9	7	0	6	10	1	16	4	0	-1	38
COC(=O)c1ccc(N2CCN(CCNC(=O)Nc3ccc(OC)cc3)CC2)cc1	3	19	-4	5	11	13	-7	18	6	7	-9
Cc1cc(/C=N/O)c(C)n1-c1ccccc1	-9	3	-4	-8	1	6	-12	-15	4	-8	-3
COc1ccccc1CNC(=O)c1cc(S(=O)(=O)N2CCOCC2)cn1C	-17	-7	-6	-6	7	10	3	9	22	19	8
C=CCn1c(SCc2n[nH]c(=S)n2-c2ccccc2)nnc1-c1ccccc1	3	-5	10	9	-2	-10	-15	24	10	-4	0
CC(NC(=S)Nc1ccc(F)cc1)C(c1cccs1)N1CCOCC1 (stereo not drawn)	10	-15	14	-7	-1	13	-3	6	-9	-3	-1
COc1ccc(CNC(=O)c2ccc(C)o2)cc1	-1	-7	5	-5	7	-22	1	-3	1	-20	-27
Remaining list, next part
SMILES	NR5A2 inv ag	COUP-TFII inh	KKLEB tox	SRC1 inh	LMP1 NFkB inh	Shn3 3UTR inh	CF NFkB inh	NCOA3 inh	C8 TRAIL sens	TWEAK-Fn14 inh	TROY NFkB inh
C=CC[C@H](CC(=O)NCCO)C(=O)NC[C@@H](OC(=O)[C@@H](CC=C)Cc1ccc(F)cc1)c1ccccc1	18	1	17	2	-8	-7	-10	13	2	-20	-13
CCOc1ccc2nc(SCC(=O)NCc3ccc(S(N)(=O)=O)cc3)[nH]c2c1	7	-18	-4	11	2	13	-11	6	1	2	8
CCc1ccc(C(=O)CN2C(=O)NC3(CCc4ccccc43)C2=O)cc1 (stereo not drawn)	6	-10	-4	-11	-10	-9	2	17	-10	2	-16
OCc1nnn(-c2ccccc2)c1CO	0	-22	12	-2	7	11	-4	-13	14	-1	6
CNC(=O)CSc1nnc(C(C)C)n1C	2	15	-1	1	1	-15	-4	4	-4	9	-15
COc1ccc(OC)c(/C=N/NC(=O)c2[nH]ncc2Br)c1	-73	-12	-10	-64	/	14	26	-49	-9	2	-15
COc1cc2c(cc1O)CC[C@@H]1[C@@H]2CC[C@]2(C)[C@@H](O)CC[C@@H]12	13	/	2	1	-4	29	39	-7	12	8	17
O=C(NC(=S)Nc1ccc(O)cc1)c1cncc(Br)c1	-53	-18	-4	-38	-8	-4	12	-12	-6	-6	-22
CNC(=S)Nc1cccc(Cl)c1C	15	0	11	5	0	13	-9	1	0	24	-36
Cc1ccc(C2CC(=O)NC3=C2C(=O)CCC3)cc1Br (stereo not drawn)	-16	3	2	12	-5	-1	-7	7	-18	4	-29
CCCn1c(SCC(=O)Nc2ccc(NC(=O)CC)cc2)nc2c1c(=O)n(C)c(=O)n2C	28	10	-21	-4	2	-8	5	8	-14	17	3
Cn1cc(S(=O)(=O)N2CCCC2)cc1C(=O)NCc1ccc(Cl)cc1	-3	10	7	-9	-4	-7	5	12	5	1	-7
N#C/C(=C/c1cn(CC(=O)O)c2ccccc12)c1ccc(F)cc1	6	-4	10	-5	-1	-4	-6	-9	-11	-4	2
COc1ccc(S(=O)(=O)N2CCOCC2)cc1NC(=O)CN1C(=O)CN(C)C1=O	8	13	2	-2	3	-12	19	23	15	4	8
CCN(CC)S(=O)(=O)c1cc(C(=O)OC(C)C(=O)NCc2ccco2)ccc1C (stereo not drawn)	-17	-15	-11	-8	-3	6	6	11	2	17	2
Cc1ccc(/C(C#N)=C\c2ccc(N3CCOCC3)o2)cc1	-12	-5	9	-114	-52	52	-60	-115	0	37	1
Cc1ccc2nc(SCC(=O)Nc3cccc4ccccc34)nc(=O)n2c1	-3	-28	-3	-4	4	9	-17	-9	1	9	-1
CN(C)S(=O)(=O)Oc1ccsc1C(=O)Nc1ccccc1Cl	7	-3	6	-28	-2	-1	-8	2	1	1	-1
COC(=O)c1ccccc1NC(=O)Cn1ccnc1	-4	-17	4	-6	-4	5	3	9	-3	-8	22
COc1ccccc1NC(=O)COC(=O)/C=C/c1ccccc1[N+](=O)[O-]	-11	10	-5	-12	-8	5	4	2	-19	-18	5
CCCN1CCn2c3c(c4cc(Br)ccc42)CCCC31 (stereo not drawn)	-24	-15	2	-5	0	1	14	-10	12	-21	-64
COc1cc([N+](=O)[O-])ccc1NC(=O)CCCOc1ccc(C)cc1	-10	11	-20	-1	-3	-3	17	0	-7	-46	15
CC(=O)Oc1ccc2c(=O)c(Oc3ccccc3)c(C)oc2c1OC(C)=O	2	-22	-18	-19	2	19	-4	12	8	5	-33
COc1cccc(C2C3=C(N=C4SCC(=O)N42)c2ccccc2CC3)c1OC (stereo not drawn)	-4	19	2	4	-1	-9	-14	-18	2	13	/
COc1ccc(C(=O)NC(=S)SCC(=O)O)cc1	-5	4	-3	11	2	-33	3	2	-12	0	1
CC(=O)Nc1ccc(NC(=O)N2CCOCC2)cc1	-42	1	-2	-3	7	3	-8	4	7	-13	-5
O=C(Nc1nnc(-c2ccco2)s1)C1CCN(S(=O)(=O)c2ccc(Cl)cc2)CC1	-10	6	-3	-2	5	8	-2	14	-11	-31	-2
O=C(CCSc1nc(-c2ccco2)cc(C(F)(F)F)n1)NCC1CCCO1 (stereo not drawn)	2	8	-4	15	2	7	8	-1	-6	-3	/

High-throughput results from PubChem BioAssay.
